Screens from PubChem.
IL1B NFkB pot = enhances IL-1B driven NFkB nuclear translocation; activation, % at 2 µM; hit rate 0.3% among 94,000; HUVEC IL-1B NFkB p65 nuclear translocation imaging;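 active = activation above 40%, about the mean plus 3 SD, also judged a hit on visual image review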;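 also: percent activation is computed from the nuclear over cytoplasmic p65 intensity ratio; values of inactives mirror those of a sister screen read the other way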
PLAP inhibition = inhibition of human placental alkaline phosphatase – biochemical, luminescence, HTS (AID 690) | purified PLAP, luminescent substrate; higher % means a stronger effect | inhibition, % at 20 µM; hits with a dose series show IC50 in µM | hit rate 0.08% among 96,000; in the data active = a potency from the dose series; inactive = the rest, 99 in 100 with inhibition below about 30%; also: strong numbers were not always called active
Bcl-B displacement = displacers of TR3 peptide from Bcl-B, primary screen, selectivity assay for Bfl-1 inhibitor project, biochemical, fluorescence polarization; FP displacement of FITC-TR3 peptide from Bcl-B; higher % means a stronger effect; one-dose displacement, % at 20 µM; IC50 in µM for titrated hits; hit rate 0.11% among 96,000; AID 748;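 active = displacement above 50% at 20 µM plus a fluorescence interference ratio under 1.5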;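 also: plate controls were wells without compound for no effect and wells lacking Bcl-B protein for full effect; a part of the inactive calls stands beside numbers as strong as those of hits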
MRP resist rev = reverses drug resistance mediated by MRP | H69AR cells + 2 uM doxorubicin, CellTiter-Glo, 72 h | differential viability (reversal), % at 10 µM | hit rate 0.04% among 85,000 | AID 602;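 active = viability drop by adding the cancer drug above about 55%, with treated viability meeting a 40% cutoff, limit read from the data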;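 also: viability without doxorubicin minus viability with 2 µM doxorubicin for each compound; larger differential means the compound sensitizes cells more to doxorubicin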
IL1B NFkB inh = blocks IL-1B driven NFkB nuclear translocation in HUVEC cells | inhibition, % at 2 µM | hit rate 0.43% among 94,000 | HUVEC IL-1B NFkB p65 nuclear translocation imaging;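 active = inhibition above about 30% together with a positive call from visual inspection of the well image, limit read from the data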;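 also: nuclear over cytoplasmic p65 intensity ratio measured by imaging; 0% = IL-1B stimulated DMSO wells and 100% = unstimulated DMSO wells; values of inactives mirror those of a sister screen read the other way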
MRP resist rev cytotoxicity = further read-out of MRP resist rev, marked with its call; viability, %; H69AR cells, CellTiter-Glo, 72 h; measured here: cytotoxicity without doxorubicin
MRP resist rev with doxorubicin = second read-out of MRP resist rev, no call of its own (marks repeat the call); viability, %; measured here: viability with 2 uM doxorubicin; stronger effect = lower value
IL1B NFkB inh cell count 2 µM = recorded beside IL1B NFkB inh, whose call it bears; cell count; measured here: cells passing quality filter;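 raw number of nuclei counted in each imaged well without normalization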
IL1B NFkB pot cell count 2 µM = second read-out of IL1B NFkB pot, no call of its own (marks repeat the call); cell count; measured here: cells passing quality filter
* = called active by the depositor; nt = no result given. Only part of the results is shown; rates above refer to the full screens.

item | molecule | IL1B NFkB pot | IL1B NFkB pot cell count 2 µM | PLAP inhibition | Bcl-B displacement | MRP resist rev
1 | O=C(CS(=O)CC(=O)Nc1ccc(Cl)cc1)NCC1OCCc2ccccc21 (stereo unspecified) | -9 | 112 | -4% | -13% | 3
2 | CCN=C1SC(CC(=O)NCC)C(=O)N1CC (stereo unspecified) | -20 | 154 | 29% | -7% | 15
3 | Nc1ncnc2c1ncn2CCN1CCCCC1 | 8 | 124 | -4% | -10% | 11
4 | CCOC(=O)CC(=O)CSc1nc(C)cc(-c2cccnc2)c1C#N | 9 | 160 | 15% | -5% | -9
5 | COc1ccc(/C=N/Nc2nc(C)c([N+](=O)[O-])c(N(C)c3ccccc3)n2)cc1OC | 21 | 95 | 5% | 13% | nt
6 | O=C(CN1CCCCC1)Nc1cccc(Oc2ccccc2)c1 | 5 | 170 | -82% | 0% | nt
7 | C=CCc1ccc(OCC(O)COc2ccc(CC=C)cc2OC)c(OC)c1 | 16 | 180 | -98% | 6% | -24
8 | COc1ccc2c(c1)c(C(=O)CN1CCC3(CC1)OCCO3)c(C)n2C | -1 | 159 | -66% | -6% | 12
9 | CCOC(=O)c1cccc(NC(=O)N[C@@H](C)C(=O)OC)c1 | 17 | 165 | 17% | -1% | 10
10 | COc1cccc2cc(-c3nc(-c4cccs4)cs3)c(=O)oc12 | -12 | 107 | 7% | -78% | 4

item | MRP resist rev cytotoxicity | MRP resist rev with doxorubicin | IL1B NFkB inh | IL1B NFkB inh cell count 2 µM
1 | 106 | 103 | 9 | 112
2 | 98 | 82 | 20 | 154
3 | 100 | 90 | -8 | 124
4 | 95 | 104 | -9 | 160
5 | nt | nt | -21 | 95
6 | nt | nt | -6 | 170
7 | 35 | 59 | -16 | 180
8 | 94 | 83 | 1 | 159
9 | 93 | 83 | -17 | 165
10 | 68 | 64 | 12 | 107

The closing four compounds of the part above come first, to join the parts.
item | molecule | IL1B NFkB pot | IL1B NFkB pot cell count 2 µM | PLAP inhibition | Bcl-B displacement | MRP resist rev
7 | C=CCc1ccc(OCC(O)COc2ccc(CC=C)cc2OC)c(OC)c1 | 16 | 180 | -98% | 6% | -24
8 | COc1ccc2c(c1)c(C(=O)CN1CCC3(CC1)OCCO3)c(C)n2C | -1 | 159 | -66% | -6% | 12
9 | CCOC(=O)c1cccc(NC(=O)N[C@@H](C)C(=O)OC)c1 | 17 | 165 | 17% | -1% | 10
10 | COc1cccc2cc(-c3nc(-c4cccs4)cs3)c(=O)oc12 | -12 | 107 | 7% | -78% | 4
11 | COc1ccc(CNC(=O)c2c(N)n(CCCN3CCOCC3)c3nc4ccccc4nc23)cc1 | 7 | 181 | -85% | 0% | 0
12 | COC(=O)CCS(=O)(=O)c1cc(Cl)ccc1Cl | -1 | 204 | -1% | 2% | -7
13 | Cn1cnnc1SCC(=O)Nc1c(F)cc(F)cc1Br | -6 | 49 | 16% | -1% | -1
14 | COc1ccc(CCN(C(=O)C(F)(F)F)C(C(=O)NC2CCCCC2)c2ccc(C)s2)cc1 (stereo unspecified) | 2 | 129 | -3% | 1% | nt
15 | CCCS(=O)(=O)N1CCCC(C(=O)NCCN(Cc2ccccc2)C(C)C)C1 (stereo unspecified) | -3 | 118 | -64% | 10% | 13
16 | O=c1[nH]c2c(c(=O)n1Cc1ccccc1)CCC2 | 8 | 167 | 6% | 16% | 4
17 | CC(C)CC(=O)N1CCN(Cc2cccc(F)c2)CC1 | 14 | 197 | 3% | 0% | 8
18 | Clc1ccc(CSc2nnc(Cn3cnc4ccccc43)o2)cc1 | -16 | 113 | -48% | 0% | 11
19 | Cc1onc(-c2ccccc2)c1C(=O)NCC1COc2ccccc2O1 (stereo unspecified) | 6 | 185 | 4% | -2% | 9
20 | CCOc1ccccc1C(=O)N(C)Cc1cc2ccccc2[nH]c1=O | 1 | 136 | -24% | 4% | nt

item | MRP resist rev cytotoxicity | MRP resist rev with doxorubicin | IL1B NFkB inh | IL1B NFkB inh cell count 2 µM
7 | 35 | 59 | -16 | 180
8 | 94 | 83 | 1 | 159
9 | 93 | 83 | -17 | 165
10 | 68 | 64 | 12 | 107
11 | 1 | 2 | -6 | 181
12 | 91 | 98 | 1 | 204
13 | 92 | 93 | 6 | 49
14 | nt | nt | -2 | 129
15 | 92 | 79 | 3 | 118
16 | 99 | 95 | -8 | 167
17 | 90 | 82 | -14 | 197
18 | 94 | 83 | 16 | 113
19 | 100 | 91 | -6 | 185
20 | nt | nt | -1 | 136

As entered above:
no. 19 in IL1B NFkB inh has -6
no. 17 in Bcl-B displacement has 0%
no. 11 in PLAP inhibition has -85%
no. 20 in IL1B NFkB pot has 1

Continuation.
item | molecule | IL1B NFkB pot | IL1B NFkB pot cell count 2 µM | PLAP inhibition | Bcl-B displacement | MRP resist rev
21 | COC(=O)CN1C(=O)C(O)=C(C(C)=O)C1c1ccc([N+](=O)[O-])cc1 (stereo unspecified) | 0 | 202 | -9% | 0% | -6
22 | CC(=O)NCCOc1ccc2oc3ccccc3c2c1 | -2 | 180 | -6% | -6% | 2
23 | Cc1ccc(CN2C(=O)C(C)(C)Oc3ccc(C(=O)N4CCCCC4)cc32)cc1 | 14 | 178 | -41% | -2% | 0
24 | CCC(C)NC(=O)CN(c1cc(C)ccc1OC)S(C)(=O)=O (stereo unspecified) | -16 | 142 | 22% | -3% | 1

item | MRP resist rev cytotoxicity | MRP resist rev with doxorubicin | IL1B NFkB inh | IL1B NFkB inh cell count 2 µM
21 | 99 | 106 | 0 | 202
22 | 101 | 98 | 2 | 180
23 | 69 | 69 | -14 | 178
24 | 91 | 90 | 16 | 142

Sorted by heavy-atom count (low to high): part of the list above.
item | molecule | IL1B NFkB pot | IL1B NFkB pot cell count 2 µM | PLAP inhibition | Bcl-B displacement | MRP resist rev
24 | CCC(C)NC(=O)CN(c1cc(C)ccc1OC)S(C)(=O)=O (stereo unspecified) | -16 | 142 | 22% | -3% | 1
20 | CCOc1ccccc1C(=O)N(C)Cc1cc2ccccc2[nH]c1=O | 1 | 136 | -24% | 4% | nt
19 | Cc1onc(-c2ccccc2)c1C(=O)NCC1COc2ccccc2O1 (stereo unspecified) | 6 | 185 | 4% | -2% | 9

item | MRP resist rev cytotoxicity | MRP resist rev with doxorubicin | IL1B NFkB inh | IL1B NFkB inh cell count 2 µM
24 | 91 | 90 | 16 | 142
20 | nt | nt | -1 | 136
19 | 100 | 91 | -6 | 185
